Compound activity (PubChem BioAssay)
TPT1 inhibitor: C. albicans TPT1 enzyme inhibition; recombinant caTPT1, FP RNA substrate dephosphorylation; 0.81% of 300,000 active; AID 1962; inhibition, % at 5 µM;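 active = inhibition above the mean of all tested compounds plus 3 SD, set per screening campaign, cut at about 24% in these data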;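 also: plate controls were DMSO alone for no effect and ferristatin control at 100 nM for full effect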
PREPL inh: human PREPL enzyme inhibition. recombinant PREPL, fluorescence polarization activity-based probe. inhibition, % at 5.96 µM. Q4J6C6. 0.68% of 320,000 active; in the data active = inhibition above about 43%;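 also: 0% = enzyme with DMSO and 100% = wells lacking enzyme; many of its hits are not listed in these tables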
ZTA DNA inh: counter-screen for EBNA-1 inhibitors: inhibitors of Epstein-Barr virus ZTA. ZTA-DNA binding, fluorescence polarization. inhibition, % at 11 µM. 0.15% of 320,000 active; in the data active = inhibition above about 33%
Target sequence (P03206 whole entry, looked up): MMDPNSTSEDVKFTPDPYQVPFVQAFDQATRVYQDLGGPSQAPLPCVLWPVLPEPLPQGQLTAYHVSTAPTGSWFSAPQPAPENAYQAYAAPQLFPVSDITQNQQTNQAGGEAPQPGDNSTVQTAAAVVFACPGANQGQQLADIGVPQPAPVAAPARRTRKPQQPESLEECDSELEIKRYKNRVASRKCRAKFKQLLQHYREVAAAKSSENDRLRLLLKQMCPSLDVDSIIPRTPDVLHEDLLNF
PP1 inh: PP1-alpha (human) inhibition in PP5 counter-screen | AID 2235 | inhibition, % at 6.7 µM | purified PP1alpha, OMFP fluorescence | 0.9% of 320,000 active;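 active = inhibition above the mean inhibition of all tested compounds plus 3 SD, computed separately for each screening campaign, cut at about 15% in these data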
Target sequence (P62136 whole entry, looked up): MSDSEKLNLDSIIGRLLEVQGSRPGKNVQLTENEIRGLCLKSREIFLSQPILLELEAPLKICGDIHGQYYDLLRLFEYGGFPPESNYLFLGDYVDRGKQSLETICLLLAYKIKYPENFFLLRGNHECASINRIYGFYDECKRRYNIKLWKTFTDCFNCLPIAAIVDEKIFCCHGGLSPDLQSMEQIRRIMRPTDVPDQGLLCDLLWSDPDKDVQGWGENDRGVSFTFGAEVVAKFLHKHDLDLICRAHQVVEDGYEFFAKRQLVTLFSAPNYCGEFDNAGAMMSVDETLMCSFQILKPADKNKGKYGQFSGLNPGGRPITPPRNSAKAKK
core dimer inh: HCV core protein dimerization inhibition | TR-FRET GST/Flag-core106 dimerization, 1536-well | inhibition, % at 5 µM | 0.33% of 300,000 active | AID 1899;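 active = inhibition above the mean of all tested compounds plus 3 SD, set per screening campaign, cut at about 45% in these data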
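Test system: GST/Flag-tagged HCV core106 proteins; Medium: KF-containing HEPES buffer, pH 7.45, DTT, CHAPS, BSA; Times: compound-protein-antibody incubation 4 h at 22.5 °C; Detection: TR-FRET 671 and 617 nm emission; Benchmarks: wells lacking GST-core106 and wells with excess unlabelled core106.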
Efflux pump mplx: blocks antifungal efflux pumps in multiplex yeast assay | S. cerevisiae Candida pump triplex, Nile Red efflux | inhibition, % at 10 µM | 0.44% of 330,000 active;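 active = plate passing quality check with inhibition over a set limit, or well fluorescence over plate mean plus 4 SD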;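 also: Nile Red retained in pooled yeast measured as flow cytometry median fluorescence; 0% = buffer negative control and 100% = Enniatin B positive control; higher means more Nile Red kept so more efflux inhibition; some compounds called inactive have numbers as strong as hits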
CTSL1 counter: cathepsin L1 inhibition, PFM18AAP counter-screen. recombinant F. hepatica cathepsin L1, Z-Leu-Arg-MCA fluorescence. inhibition, % at 5.96 µM. 0.49% of 300,000 active. AID 1906;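 active = inhibition above the mean of all tested compounds plus 3 SD, set per screening campaign, cut at about 17% in these data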;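 also: 0% = plate median of test compound wells and 100% = 1 µM Z-Phe-Ala-diazomethylketone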
EBNA-1 inhibitor: blocks EBNA-1 binding to DNA; 0.34% of 300,000 active; inhibition, % at 14.8 µM; EBNA-1 DNA binding, fluorescence polarization; in the data active = inhibition above about 28%
PP5 inh: blocks human protein phosphatase 5 activity; P53041; purified PP5c, OMFP substrate fluorescence; inhibition, % at 6.7 µM; 0.18% of 320,000 active; AID 1987;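 active = inhibition above the campaign's mean inhibition across all tested compounds plus 3 SD, cut at about 9.5% in these data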;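 also: 0% = DMSO only and 100% = 100 µM cantharidin control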
Target sequence (P53041 whole entry, looked up): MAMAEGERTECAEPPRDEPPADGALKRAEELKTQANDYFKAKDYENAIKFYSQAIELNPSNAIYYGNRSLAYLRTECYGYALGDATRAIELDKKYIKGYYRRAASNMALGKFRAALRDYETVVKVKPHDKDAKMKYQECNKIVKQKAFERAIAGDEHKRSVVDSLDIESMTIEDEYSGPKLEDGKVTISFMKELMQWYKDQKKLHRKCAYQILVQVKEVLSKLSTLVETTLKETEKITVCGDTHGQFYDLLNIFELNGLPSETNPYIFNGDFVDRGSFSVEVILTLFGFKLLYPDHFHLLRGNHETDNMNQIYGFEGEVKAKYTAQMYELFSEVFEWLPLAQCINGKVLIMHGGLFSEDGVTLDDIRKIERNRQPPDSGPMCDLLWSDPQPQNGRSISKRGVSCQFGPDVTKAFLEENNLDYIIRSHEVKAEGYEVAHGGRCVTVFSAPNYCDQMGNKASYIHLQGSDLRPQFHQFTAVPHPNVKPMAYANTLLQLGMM
* marks the source's active call; other numbers are inactive results. These rows are one share of the data; the hit share may differ from the screen's.

SMILES	TPT1 inhibitor	PREPL inh	ZTA DNA inh	PP1 inh	core dimer inh	Efflux pump mplx	CTSL1 counter	EBNA-1 inhibitor	PP5 inh
CCOC(=O)c1c(NC(=O)CCN2C(=O)c3cccc([N+](=O)[O-])c3C2=O)sc(C(=O)OC(C)C)c1C	2.7	0.6	-8.6	5.0	-3.2	0.6	1.8	-2.4	-0.5
Cc1ccc(CNC(=O)C2CCCN(Cc3cnn(-c4ccccc4)c3-n3cccc3)C2)cc1 (stereo not drawn)	-2.7	-27.1	-13.2	0.2	9.6	0.0	-0.6	2.4	3.5
Cc1c(C)c(C)c(S(=O)(=O)N2CCNCC2)c(C)c1C	-1.8	-81.0	-0.5	-1.3	-1.6	-0.1	1.5	-0.7	0.3
O=C(Nc1ccc(-c2nc3ccc(NC(=O)c4cccs4)cc3[nH]2)cc1)c1cccs1	3.7	10.6	55.3*	8.2	-3.4	0.1	6.5	-12.1	-0.5
O=C(Nc1ncc(S(=O)(=O)c2ccc([N+](=O)[O-])cc2)s1)c1ccccc1F	3.1	15.3	3.7	-0.7	5.3	0.1	5.3	-2.2	2.7
Cc1c(NC(=O)c2ccc(-c3cccc([N+](=O)[O-])c3)o2)c(=O)n(-c2ccccc2)n1C	-4.7	16.8	-21.0	0.1	-9.9	-0.3	-2.0	-5.2	1.7
O=C(COC(=O)c1ccc(Cl)nc1)NCCNC(=O)COC(=O)c1ccc(Cl)nc1	-0.4	7.5	16.1	-7.2	0.5	0.0	5.7	7.1	0.2
COc1ccc(/C=N/c2c(-c3ccco3)nc3ccccn23)cc1OC	-4.5	19.2	-15.5	-0.8	-31.2	0.3	5.3	-2.0	0.7
COc1cc(NC(=O)CN(c2ccc(C)cc2)S(=O)(=O)c2c(C)n[nH]c2C)cc(OC)c1	-6.1	0.7	8.1	0.1	1.7	0.2	3.5	-4.5	2.1
CC(=O)N1CC=CC1(CC(C)C)C(=O)NCCc1c[nH]c2ccccc12 (stereo not drawn)	-0.5	2.5	7.1	-2.6	-11.5	0.1	-1.5	2.7	0.9

Brought forward from above: 2 entries, then new ones.
SMILES	TPT1 inhibitor	PREPL inh	ZTA DNA inh	PP1 inh	core dimer inh	Efflux pump mplx	CTSL1 counter	EBNA-1 inhibitor	PP5 inh
COc1cc(NC(=O)CN(c2ccc(C)cc2)S(=O)(=O)c2c(C)n[nH]c2C)cc(OC)c1	-6.1	0.7	8.1	0.1	1.7	0.2	3.5	-4.5	2.1
CC(=O)N1CC=CC1(CC(C)C)C(=O)NCCc1c[nH]c2ccccc12 (stereo not drawn)	-0.5	2.5	7.1	-2.6	-11.5	0.1	-1.5	2.7	0.9
CC(C)CC(=O)Nc1ccc(C(=O)COC(=O)C2CCC2)cc1	3.6	18.5	-11.4	-2.6	-27.7	-0.7	-1.7	-7.3	2.7
COc1ccc(CN(C)C(=O)COC(=O)c2c(-c3ccccc3Cl)noc2C)cc1	8.4	4.1	-2.4	-1.4	5.2	0.2	-1.6	1.9	0.3
COc1cccc(NC(=O)CSCC(=O)Nc2ccccc2)c1	-3.3	-9.1	-3.0	-0.9	2.6	0.1	2.2	-6.5	1.7
CCc1nn(CC(=O)Nc2ccc(Br)c(C)c2)c(=N)s1	1.4	-1.0	16.0	-0.3	-0.2	0.2	2.5	2.1	1.7
CN(Cc1ccccc1)C(=O)c1c[nH]c2ccc(S(=O)(=O)N3CCOCC3)cc2c1=O	-1.3	0.2	0.7	-1.3	-5.7	0.1	-0.3	1.9	-1.5
Cc1n[nH]c(C)c1CCN(C)C(=O)C1CCC(=O)N(CC2CCCCC2)C1 (stereo not drawn)	-0.3	7.6	-4.8	-1.0	11.8	0.1	10.7	0.5	1.9
CC(Cn1cncn1)NC(=O)c1cc(COc2cccc(C(F)(F)F)c2)on1 (stereo not drawn)	-0.4	13.1	-7.9	-2.2	-4.2	0.2	-2.2	6.8	2.8
O=C(CSc1nc2ccsc2c(=O)n1CC1CCC(C(=O)O)CC1)NCCc1ccc(Cl)cc1 (stereo not drawn)	-5.1	10.1	-1.2	-2.0	9.5	0.1	-1.1	5.0	-2.8
COc1ccc(/C(C)=N/NC(=O)c2cc(C)[nH]n2)c(OC)c1	3.5	18.3	1.5	-0.5	-8.0	0.0	1.4	0.6	2.1
Cc1ccc(COC(=O)c2ccc3ccccc3n2)cc1	0.1	0.6	-2.7	2.0	8.8	-0.4	-1.4	7.2	0.8
Nc1nnc(SCn2nnc3ccccc3c2=O)s1	-3.9	6.0	7.7	-4.5	-1.9	-0.1	-0.7	-2.9	-0.1
CCN(CC(=O)Nc1ccccc1OC)C(=O)CSCC(=O)Nc1ccc(OC)cc1	3.9	-3.8	-6.2	-3.9	3.0	0.0	-2.6	-9.7	-0.1
CCCN1CCc2c(sc(NC(=O)Cc3ccc(F)cc3)c2C(N)=O)C1	-1.7	4.2	11.3	0.7	7.5	0.0	0.7	13.3	-1.4
COc1cccc(CN(C)C(=O)CNC(=O)c2cccs2)c1OC	0.0	-9.0	-18.6	-3.8	-2.1	-0.1	-1.5	-1.6	-0.4
C/C(=N\NC(=S)NCCc1ccccc1)c1cccs1	0.6	6.2	-5.6	2.6	-0.3	0.1	-2.0	4.8	4.3
NNC(=O)/C(=C\c1cccs1)NC(=O)c1ccccc1	0.6	6.1	-10.2	-3.7	4.0	-0.6	-1.6	-3.7	-1.3
CCn1c(=O)cc(N2CCN(Cc3ccccc3)CC2)[nH]c1=O	-1.8	-9.6	0.1	-0.8	-16.5	0.0	0.1	-4.1	-1.2
Cn1c(Sc2ccc(C(F)(F)F)cc2[N+](=O)[O-])nnc1-c1ccccc1	1.3	2.1	-10.3	-0.1	2.9	0.1	-0.7	-0.2	3.2
CC(C)=NOc1nc(N(C)C)nc(N(C)C)n1	1.1	11.8	7.8	-4.3	-5.4	0.9	3.7	-5.3	-0.6
COc1ccc2oc(C(=O)OCC(=O)N(Cc3ccccc3)C(C)(C)C)c(C)c2c1	2.5	-5.1	-14.7	6.5	19.1	0.1	3.2	-10.8	6.4
CC(C)Cn1c(N)c(C(=O)COC(=O)[C@H](C)NC(=O)c2ccccc2Cl)c(=O)n(C)c1=O	0.6	10.0	-6.4	4.0	-8.6	0.0	19.5*	-4.0	-0.6
CCCCN(C)C(=O)C1CCC(=O)N(c2cc(OC)c(OC)c(OC)c2)C1c1ccc(OC)cc1 (stereo not drawn)	-3.1	2.5	-2.9	-1.0	-4.8	-0.1	1.5	-2.6	-0.7
O=C1NC(=O)C(CC(=O)N(Cc2cccs2)C2(C(=O)NC3CCCCC3)CCCCC2)N1 (stereo not drawn)	-3.7	15.8	2.6	-1.2	-0.1	-0.1	-5.8	-6.7	3.8
O=C(CSc1nnc(-c2cccnc2)o1)Nc1ccc(Cl)cc1	-0.2	-11.3	-7.9	-1.2	-0.1	-0.2	2.4	3.4	0.5
CCN(CC)C(=O)N1CCN(S(=O)(=O)c2c(C)cc(C)cc2C)CC1	-6.0	-3.7	27.7	-4.3	-0.7	0.0	-3.2	-2.3	-1.0
COc1ccc(N2CCN(C(c3nnnn3C3CCCC3)C(C)C)CC2)cc1 (stereo not drawn)	-6.2	0.2	0.3	-5.0	2.3	0.0	-4.4	3.9	-0.7
Cc1cccc(/C=N\NC(=O)c2ccccc2-n2cccc2)c1	-0.5	-6.5	-8.0	-0.1	-7.8	0.0	-0.9	-2.1	-0.9
CCOc1ccc(NC(=O)CN(C)C(=O)c2cc(S(=O)(=O)N3CCCCC3)ccc2C)cc1OCC	-3.3	-5.9	-8.7	-4.1	-0.8	0.0	-0.8	-0.1	0.6
CCOC(=O)/C(=C/c1cn(C)c2ccccc12)NC(=O)c1ccccc1	-2.0	-1.3	-5.6	-6.2	1.6	-0.1	11.7	-8.3	0.3
COC(=O)c1ccc[n+](CC(=O)Nc2ccc(OC(F)F)cc2)c1	0.9	8.2	-3.2	-1.5	-1.8	-0.2	-1.8	1.5	0.6
COc1ccc(NC(=S)N(CCC(C)C)C2CCN(C(C)=O)CC2)cc1	-3.2	20.0	-11.7	0.4	-11.9	0.1	5.1	5.2	1.1
Cc1cc(C)c2c(=O)n(CC(=O)NCCCN3CCOCC3)sc2n1	-2.0	-0.4	-5.4	-2.0	-1.0	0.0	5.8	3.2	-2.7
COc1ccc(CCNC(=O)c2cc(C)oc2C)cc1OC	-0.5	14.9	22.3	3.4	-8.1	0.1	-2.7	-3.4	1.0
O=C(Nc1csnn1)c1csnn1	-4.0	6.2	48.9*	8.4	3.4	-0.1	5.0	-22.4	-7.0
O=C(CSc1nnc(-c2ccc(F)cc2)o1)Nc1ccc(S(=O)(=O)N2CCCC2)cc1	-0.3	3.6	-3.0	4.4	-4.6	0.0	-5.8	-4.2	4.6
CCCc1cc(=O)[nH]c2nnc(SCC(=O)N3CC(C)OC(C)C3)n12 (stereo not drawn)	-4.8	5.7	-6.6	-0.1	-0.9	0.0	-2.6	5.2	0.1
Cc1cccc(OCc2nnc(SC(C)C(=O)O)n2Cc2ccccc2)c1 (stereo not drawn)	-7.0	-6.9	-3.5	-5.7	0.6	0.1	-8.7	-5.0	-0.1
Cc1cccc(-c2nsc(SCC(=O)Nc3ccc4c(c3)OCO4)n2)c1	-1.9	-0.5	-18.4	3.9	-8.2	0.0	-1.7	-2.8	2.8
O=C(CC1C(=O)NCCN1Cc1c(F)cccc1Cl)NCCCOc1cccnc1 (stereo not drawn)	-1.8	20.1	-11.8	-0.7	-8.8	-0.1	-1.9	-15.8	3.0
CCN(CC)c1ccc(NC(=O)c2cc3c(OC)cccc3[nH]2)cc1	2.3	14.3	6.0	-0.7	-19.4	0.1	2.1	5.3	1.8
COc1ccc(C(=O)Nc2nc(-c3ccc(S(=O)(=O)N4CCOCC4)cc3)cs2)cc1	2.1	-7.8	8.6	-3.0	3.9	0.1	-1.2	10.7	3.1
CCC1CCCCN1S(=O)(=O)c1ccc(NC(=O)c2cccnc2)cc1 (stereo not drawn)	2.0	-1.0	3.8	-0.9	-1.4	0.0	-7.0	7.8	1.3
Fc1cccc(F)c1/C=N/N1CCOCC1	-0.5	-1.0	12.0	-0.3	-2.1	0.0	-0.3	1.5	-0.8

Molecules from the list above that contain a Cl atom:
SMILES	TPT1 inhibitor	PREPL inh	ZTA DNA inh	PP1 inh	core dimer inh	Efflux pump mplx	CTSL1 counter	EBNA-1 inhibitor	PP5 inh
O=C(COC(=O)c1ccc(Cl)nc1)NCCNC(=O)COC(=O)c1ccc(Cl)nc1	-0.4	7.5	16.1	-7.2	0.5	0.0	5.7	7.1	0.2
COc1ccc(CN(C)C(=O)COC(=O)c2c(-c3ccccc3Cl)noc2C)cc1	8.4	4.1	-2.4	-1.4	5.2	0.2	-1.6	1.9	0.3
O=C(CSc1nc2ccsc2c(=O)n1CC1CCC(C(=O)O)CC1)NCCc1ccc(Cl)cc1 (stereo not drawn)	-5.1	10.1	-1.2	-2.0	9.5	0.1	-1.1	5.0	-2.8
CC(C)Cn1c(N)c(C(=O)COC(=O)[C@H](C)NC(=O)c2ccccc2Cl)c(=O)n(C)c1=O	0.6	10.0	-6.4	4.0	-8.6	0.0	19.5*	-4.0	-0.6
O=C(CSc1nnc(-c2cccnc2)o1)Nc1ccc(Cl)cc1	-0.2	-11.3	-7.9	-1.2	-0.1	-0.2	2.4	3.4	0.5
O=C(CC1C(=O)NCCN1Cc1c(F)cccc1Cl)NCCCOc1cccnc1 (stereo not drawn)	-1.8	20.1	-11.8	-0.7	-8.8	-0.1	-1.9	-15.8	3.0
